M. tuberculosis = growth inhibition of non-replicating M. tuberculosis (AID 488890); Mycobacterium tuberculosis non-replicating, growth inhibition; higher % means a stronger effect; inhibition, % at 25 µM; hits with a dose series show IC50 in µM; hit rate 0.39% among 320,000; in the data active = a potency from the dose series; inconclusive = inhibition mostly from about 82% at the one dose, without a potency; inactive = the rest, 99 in 100 with inhibition below about 76%;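 note: plate controls were DMSO cells for no effect and high antibiotic wells for full effect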
VEEV TC-83 Vero = inhibitors of VEEV TC-83 cytopathic effect, confirmation, Vero cells (AID 588727); Vero cells, VEEV TC-83 cytopathic effect inhibition; higher % means a stronger effect; inhibition, % at 20 µM, or IC50 in µM where a hit was titrated; hit rate 0.13% among 350,000; in the data active = a potency from the dose series; inconclusive = inhibition mostly from about 14% at the one dose, without a potency; inactive = the rest, 99 in 100 with inhibition below about 12%; note: strong numbers were not always called active
H37Rv inhibition = M. tuberculosis growth inhibition, HTS (AID 449762); M. tuberculosis H37Rv growth inhibition, 7H9 media; higher % means a stronger effect; inhibition, % at 25 µM; hits with a dose series show IC50 in µM; hit rate 0.59% among 330,000; in the data active = a potency from the dose series; inconclusive = inhibition above about 70% without an active follow-up result;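 note: bacterial growth assessed after seven days of incubation; strong numbers were not always called active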
influenza NS1A = NS1A inhibition, H1N1 influenza, cell based functional assay (AID 504329); NS1A functional cell-based assay, percent inhibition; higher % means a stronger effect; inhibition, % at 12.5 µM, or IC50 in µM where a hit was titrated; hit rate 0.3% among 340,000; in the data active = a potency from the dose series; inconclusive = inhibition above about 27% without an active follow-up result; note: strong numbers were not always called active
Salmonella PhoP GFP = Inhibition of PhoP regulon, Salmonella typhi GFP reporter cells, confirmation, 4 h (AID 1850); Salmonella Typhi PhoP-promoter GFP reporter, fluorescence, 4 h; higher % means a stronger effect; one-dose inhibition, % at 50 µM; IC50 in µM for titrated hits; hit rate 0.33% among 310,000; in the data active = a potency from the dose series; inconclusive = inhibition mostly from about 25% at the one dose, without a potency; inactive = the rest, 99 in 100 with inhibition below about 19%;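 note: 0% = induced wells with vehicle and 100% = uninduced wells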
VEEV TC-83 Vero 10K pilot screen = recorded beside VEEV TC-83 Vero, whose call it bears; inhibition, %; measured here: 10K pilot screen inhibition
An asterisk follows results filed as active; i = inactive; ? = inconclusive; · = not tested or not shown; & = joins results of further samples.

SMILES	M. tuberculosis	VEEV TC-83 Vero	H37Rv inhibition	influenza NS1A	Salmonella PhoP GFP	others
CCN(CC)c1ccc(N=Cc2ccc(N(CC)CC)cc2O)cc1	16%	i	40%	14%	-2%
COc1ccc(C(=O)OCC(=O)c2ccc(F)cc2)cc1OC	34%	1.7%	4%	-18%	·
COc1cc(SC)ccc1C(=O)NCC1CCCCC1	50%	2.3%	5%	-9%	14%
c1ccc2sc(NC3=NCN(Cc4ccc5c(c4)OCO5)CN3)nc2c1	10%	1.5%	?	6%	-5%
CCC(C)NC(=O)C1CCCN(C(=O)Nc2ccc(F)cc2)C1 (stereo not given)	0%	i	4%	-9%	-7%
COc1ccc(S(=O)(=O)Nc2ccccc2C(N)=O)cc1OC	-9%	1.0%	-1%	·	13%
C/C(=N\NC(=O)C1COc2ccccc2O1)c1ccc(N2CCOCC2)cc1 (stereo not given)	-2%	2.6%	-4%	-1%	-9%
CCC(=O)Nc1ccc(C(=O)N/N=C/c2c(C)[nH]c3ccccc23)cc1	39%	7.7%	5%	10%	8%
CCc1nc(C)cn1S(=O)(=O)c1cc(C)c(OC)cc1C	·	0.8%	-5%	2%	-10%
COc1ccc(C(=O)N2CCCC(CCC(=O)N3CCN(c4ccccn4)CC3)C2)cc1 (stereo not given)	0%	1.4%	1%	2%	-2%
O=C(CS(=O)(=O)c1ccc(Cl)c(Cl)c1)Nc1ccccc1Cl	?	2.5%	0%	4%	1%
C(=N\n1cnnc1)/c1cccc2ccccc12	8%	3.9%	-7%	1%	1%

The final 2 records of the section before come first, to join the parts.
SMILES	M. tuberculosis	VEEV TC-83 Vero	H37Rv inhibition	influenza NS1A	Salmonella PhoP GFP	others
O=C(CS(=O)(=O)c1ccc(Cl)c(Cl)c1)Nc1ccccc1Cl	?	2.5%	0%	4%	1%
C(=N\n1cnnc1)/c1cccc2ccccc12	8%	3.9%	-7%	1%	1%
c1ccc(Cc2noc(CN3CCN(C4CCc5ccccc5C4)CC3)n2)cc1 (stereo not given)	8%	0.4%	-2%	9%	8%
CCOC(=O)c1ccc(NC(=S)NCc2cccnc2)cc1	?	2.4%	3%	-11%	10%
Cc1cccc(C)c1N1CCN(S(=O)(=O)N2CCCCC2)CC1	14%	i	9%	-2%	5%
COc1ccc(C(=O)N/N=C(\C)CC(=O)Nc2ccc(Cl)cn2)cc1	-4%	i	-2%	-1%	3%
Cc1ccc(-n2cnc3sc(C)c(C)c3c2=O)cc1	-5%	i	2%	-1%	7%
OCc1cn(-c2ccccc2)nc1-c1ccc2c(c1)OCCO2	63%	7.0%	60%	10%	-3%
C#CC(CC)(CC)NC(=O)NC1CCCCC1	16%	i	3%	9%	-1%
CCN(CC)S(=O)(=O)c1ccc(Cl)c(C(=O)NCc2ccccc2Cl)c1	10%	i	-6%	4%	-6%
COc1cc(NC(=O)CN2CCN(S(=O)(=O)/C=C/c3ccccc3)CC2)cc(OC)c1OC	24%	i	-6%	-14%	·
Cc1cccc2c1cnn2C(=O)Nc1ccccc1Br	6%	0.2%	-7%	-3%	0%
O=C(NCCNc1ccnc2cc(Cl)ccc12)c1ccccc1F	25%	i	3%	17%	16%
COc1ccc(NC(=O)c2cn(CCC#N)nc2-c2cc3ccccc3o2)cc1	-10%	7.4%	1%	-5%	9%
c1ccc(CNc2nc3ccccc3n3cnnc23)nc1	-6%	0.3%	-11%	27%	-10%
Cc1ccc(S[C@@H](CCN2CC[C@H](C(C)(C)C)CCC2=O)c2ccccc2)cc1	26%	2.0%	-14%	4%	0%
O=C(NNC(=O)c1cccc2ccccc12)c1ccc(Br)cc1	·	1.5%	·	-25%	·
Cc1ccc(-c2csc(N(CCO)CCCn3c(C(F)(F)F)nc4ccccc43)n2)cc1	63%	4.6%	1%	7%	-1%
COc1ccc(CNC(=O)COC(=O)C2=COCCO2)cc1	-13%	5.5%	12%	5%	2%
O=C(COC(=O)/C=C/c1cccc(F)c1)Nc1ccc2[nH]c(=O)[nH]c2c1	-17%	3.5%	-6%	-1%	8%
CC(C)(c1cc(Br)c(O)c(Br)c1)c1cc(Br)c(O)c(Br)c1	-3%	1.8%	1%	-22%	·
CCSc1nnc(-c2c[nH]c3ccccc23)o1	16%	2.0%	7%	-7%	-10%
COC(=O)c1c(C)oc2ccc(N(C(=O)c3ccncc3)S(=O)(=O)c3ccccc3)cc12	26%	1.3%	-3%	7%	0%
COc1ccc(CN2CCN(Cc3cccn3-c3ncccn3)CC2CCO)c(C)c1C (stereo not given)	71%	i	8%	3%	2%
CC(=O)c1cccc(-n2nnnc2SCC(=O)NNC(=O)C(C)C)c1	-3%	1.1%	-3%	-9%	3%
CC(=O)c1c(C(C)=O)c(C)n(NC(=O)c2ccccc2O)c1C	18%	2.6%	-9%	5%	-4%
O=C(NC(Cc1c[nH]c2ccccc12)C(=O)NCc1ccc(F)cc1)OCc1ccccc1 (stereo not given)	-1%	i	7%	0%	-7%
CCOC(=O)CC1c2ccccc2-n2nncc2CN1Cc1ccc(OC)cc1 (stereo not given)	·	1.0%	·	2%	·
CCN(CC)CCC(=O)NC(C)(C)Cc1ccc(O)cc1	·	0.1%	-4%	7%	0%
C=CCNc1nc(NC(C)(C)CO)nc(OCC)n1	-3%	1.5%	-18%	-10%	-3%
CCCCC(CC)CNC(=O)C(Cc1ccccc1)NS(=O)(=O)c1ccc2c(c1)CCC(=O)N2 (stereo not given)	26%	0.5%	-2%	-6%	-15%
CCc1ccc(CN2CCN(C(=O)c3ccco3)CC2)cc1	-21%	1.4%	-1%	-3%	-8%
Cc1ccc(C(c2nnnn2CCC(C)C)N2CCN(C)CC2)cc1 (stereo not given)	14%	0.4%	-1%	-8%	-1%&10%
Cc1cc(C)n2nc(SCC(=O)N(CC(C)C)c3c(N)n(CC(C)C)c(=O)[nH]c3=O)nc2n1	-6%	1.9%	-1%	-6%	14%
O=C(Nc1ccc(S(=O)(=O)NCc2ccccc2)cc1)c1ccccc1[N+](=O)[O-]	17%	0.9%	2%	1%	-2%
O=C(c1ccco1)N(Cc1cccc([N+](=O)[O-])c1)c1ccc(Br)cc1	30%	i	8%	0%	-5%	VEEV TC-83 Vero 10K pilot screen=0.0
Cc1ccccc1N1C(=O)c2ccccc2NC1c1ccncc1 (stereo not given)	-17%	1.9%	1%	-20%	-5%
CCCC1C(C#N)=C(N)Oc2cc(C)n(C)c(=O)c21 (stereo not given)	-29%	1.9%	-4%	-7%	-1%
COC(=O)C1=C(CCc2ccccc2)NC(=O)NC1c1ccc(Cl)cc1 (stereo not given)	16%	0.9%	-2%	-11%	3%
O=Nc1ccc(O)c2ncccc12	?	34%	?	-2%	18µM*
CN(C(=O)CCN1C(=O)C2C3C=CC(C3)C2C1=O)c1ccccc1 (stereo not given)	-2%	i	-7%	-7%	-4%
CCOC(=O)c1ccc(Oc2nc(NC)nc(OC)n2)cc1	-3%	4.8%	16%	-1%	3%
Nc1nonc1C(=O)NCCNc1ncccc1[N+](=O)[O-]	-7%	0.4%	-4%	1%	7%
O=C(c1cc2ccccc2o1)N1CCN(S(=O)(=O)/C=C/c2ccccc2)CC1	11%	1.1%	-3%	-3%	-1%
CCOC(=O)N1CCN(C(=O)c2ccc3c(=O)n(CC4CCCO4)c(=S)[nH]c3c2)CC1 (stereo not given)	10%	1.3%	-15%	10%	-6%
Cc1cccn2c(=O)c3cc(C(=O)NCC4CCCO4)c(=N)n(CCN4CCOCC4)c3nc12 (stereo not given)	7%	1.4%	-1%	12%	-8%
CCN1CCCC1CNC(=S)Nc1ccc(C(C)=O)cc1 (stereo not given)	·	0.1%	-6%	-33%	7%
O=C(CN1CCCCC1)Nc1cccc2c1OCO2	8%	1.4%	-2%	5%	10%
COc1c2c(nc3occc13)C(CCC(C)(C)O)(OC)C(O)CC2 (stereo not given)	-3%	i	-4%	-7%	-6%
COc1cc(-n2c(C)nc3cc(C(=O)O)ccc32)cc(OC)c1OC	-7%	1.3%	3%	-5%	0%

Seven compounds out of the list, ordered by heavy-atom count, high to low.
SMILES	M. tuberculosis	VEEV TC-83 Vero	H37Rv inhibition	influenza NS1A	Salmonella PhoP GFP	others
Cc1cccn2c(=O)c3cc(C(=O)NCC4CCCO4)c(=N)n(CCN4CCOCC4)c3nc12 (stereo not given)	7%	1.4%	-1%	12%	-8%
COc1cc(-n2c(C)nc3cc(C(=O)O)ccc32)cc(OC)c1OC	-7%	1.3%	3%	-5%	0%
CN(C(=O)CCN1C(=O)C2C3C=CC(C3)C2C1=O)c1ccccc1 (stereo not given)	-2%	i	-7%	-7%	-4%
CCOC(=O)c1ccc(Oc2nc(NC)nc(OC)n2)cc1	-3%	4.8%	16%	-1%	3%
Nc1nonc1C(=O)NCCNc1ncccc1[N+](=O)[O-]	-7%	0.4%	-4%	1%	7%
O=C(CN1CCCCC1)Nc1cccc2c1OCO2	8%	1.4%	-2%	5%	10%
O=Nc1ccc(O)c2ncccc12	?	34%	?	-2%	18µM*

(list continues)
SMILES	M. tuberculosis	VEEV TC-83 Vero	H37Rv inhibition	influenza NS1A	Salmonella PhoP GFP	others
CN(C)c1cccc(C(=O)Nc2nnc(Cc3ccccc3)s2)c1	13%	5.6%	6%	-8%	-11%
N#C/C(=N\O)c1nc2ccccc2s1	27%	1.3%	1%	-11%	-5%
COc1ccc(OC)c(NC(=O)CSC2=NN3CCCC(=O)N=C3S2)c1	·	3.0%	2%	10%	16%
O=C(Nc1ccc2oc(-c3ccccc3F)nc2c1)c1cncc(Br)c1	-15%	4.1%	5%	-4%	-4%
O=C(c1cc(=O)[nH]c2ccccc12)N1CC=C(c2ccccc2)CC1	0%	8.1%	-1%	-5%	4%
Cc1cc(C)n(-c2nc3ccccc3nc2N2CCCCCC2)n1	16%	i	5%	-16%	7%
Cc1ccsc1C(=O)NCCc1nnc2ccccn12	-1%	0.2%	6%	-1%	15%
C(=N\N1CCOCC1)/c1cn(-c2ccccc2)nc1-c1ccccc1	-3%	1.2%	52%	1%	5%
Cc1nn2c3cc(N4CCOCC4)ccc3nc2c2ccccc12	-18%	·	·	·	-15%
Cc1cccc(NC(=O)c2sccc2-n2cccc2)c1C	22%	i	7%	3%	-6%
Cc1cccc(N2CCN(Cc3ccc4c(c3)OCO4)CC2)c1C	20%	i	-2%	10%	-7%
COc1ccc(-c2onc3ccc(Cl)cc23)cc1	-11%	i	1%	-1%	5%	VEEV TC-83 Vero 10K pilot screen=1.7
O=C(c1cccnc1)N1c2ccccc2Sc2ccccc21	7%	i	10%	·	1%
Cc1ccsc1/C=N/NC(=O)c1ccncc1	2µM*	0.8%	?	-4%	25%
COC(=O)NNC(=O)c1ccccc1OC	2%	0.8%	-2%	-15%	-1%
CC(C)Cc1ccc(CN2CCCC(NC(=O)CCN3CCOCC3)C2)cc1 (stereo not given)	34%	i	-8%	0%	-5%
O=NN1CCCCC1	2%	i	-4%	-6%	·
O=C(CNCc1ccco1)Nc1ccccc1-n1cccc1	6%	1.0%	-2%	-8%	-2%
CC(C)(C)OC(=O)C[C@H]1C/C=C\C[C@H](CC(=O)N[C@H](CO)Cc2ccccc2)C(=O)N2CCC[C@@H]2COC1=O	24%	1.1%	-1%	-1%	·
COC(=O)c1ccc(NC(=O)C(=O)N2CCCC2)cc1	16%	7.7%	-3%	4%	-10%
COc1ccccc1NC(=O)c1c(N=Cc2ccccc2O)cnn1C	36%	·	2%	·	4%
Cc1ccc(N2C(=O)N3[C@H](c4ccc(Cl)cc4)[C@@H]4C(=O)N(C5CCCCC5)C(=O)[C@@H]4[C@]3(Cc3ccccc3)C2=O)cc1	52%	0.9%	-4%	5%	-7%
CC(=O)Nc1ccc(S(=O)(=O)N2CCN=C2SCc2cccnc2)cc1	-3%	0.7%	1%	0%	-3%
Cc1ccccc1NC(=O)c1c(C)[nH]c(=S)c(C#N)c1-c1ccco1	-14%	0.1%	8%	5%	6%	VEEV TC-83 Vero 10K pilot screen=0.9
O=C(CN1CCCCC1)NNC(=O)c1cccc(Br)c1	4%	0.7%	2%	3%	4%
COc1ccc(N2CCN(Cc3nc(N)nc(Nc4ccc(C)c(Cl)c4)n3)CC2)cc1	?	i	?	-2%	13%
CC(=O)c1cccc(NC(=O)CN(C)Cc2ccc(OC(F)F)cc2)c1	8%	1.0%	-3%	-5%	4%
Cc1ccc(C(=O)N/C(=C\c2sccc2C)C(=O)NCc2ccncc2)cc1	-2%	0.3%	2%	5%	12%
CCOC(=O)C(C(=O)OCC)C(Nc1ccc(Br)cc1)c1ccccc1 (stereo not given)	29%	4.9%	-2%	-3%	7%
Cc1cc(C2N=C(N)Nc3nc4ccccc4n32)c(C)n1-c1ccccc1Cl (stereo not given)	?	1.1%	12µM*	14%	32µM*
